# RBX1-CUL1 inh – human ROC1-CUL1 E3 ligase inhibition | hit rate 0.6% among 140,000 | in vitro K48 di-Ub FRET, acceptor:donor ratio, 45 min | inhibition, % at 10 µM | P62877+Q13616 | AID 1347404; in the data active = inhibition above about 25%
# Target sequence (P62877 whole entry, looked up): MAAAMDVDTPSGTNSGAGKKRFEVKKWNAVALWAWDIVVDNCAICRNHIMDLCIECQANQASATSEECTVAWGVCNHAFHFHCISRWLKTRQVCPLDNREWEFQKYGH
# Target sequence (Q13616 whole entry, looked up): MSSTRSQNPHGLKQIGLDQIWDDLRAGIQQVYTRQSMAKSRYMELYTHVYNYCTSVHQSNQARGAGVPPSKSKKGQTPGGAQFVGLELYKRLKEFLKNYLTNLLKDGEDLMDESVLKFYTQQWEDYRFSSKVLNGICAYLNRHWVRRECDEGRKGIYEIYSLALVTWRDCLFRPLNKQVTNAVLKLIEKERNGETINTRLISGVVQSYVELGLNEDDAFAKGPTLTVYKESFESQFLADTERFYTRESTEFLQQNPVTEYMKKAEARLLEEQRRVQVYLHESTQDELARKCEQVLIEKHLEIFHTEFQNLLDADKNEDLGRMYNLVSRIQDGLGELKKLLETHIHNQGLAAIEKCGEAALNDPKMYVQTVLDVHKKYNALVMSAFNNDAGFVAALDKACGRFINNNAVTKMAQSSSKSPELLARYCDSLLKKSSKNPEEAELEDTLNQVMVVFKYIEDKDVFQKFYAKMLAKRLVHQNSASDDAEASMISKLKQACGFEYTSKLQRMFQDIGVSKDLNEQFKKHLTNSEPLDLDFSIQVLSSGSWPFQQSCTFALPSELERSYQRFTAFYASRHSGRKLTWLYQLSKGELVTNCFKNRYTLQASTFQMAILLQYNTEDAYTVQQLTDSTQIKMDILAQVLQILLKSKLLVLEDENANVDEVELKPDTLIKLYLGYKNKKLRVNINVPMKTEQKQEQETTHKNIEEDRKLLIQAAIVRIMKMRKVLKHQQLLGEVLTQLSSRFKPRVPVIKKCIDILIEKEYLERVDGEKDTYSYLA
# Numbers without * were called inactive.
SMILES,RBX1-CUL1 inh
O=C(NNC(=S)NCc1ccccc1)c1csc2ccccc12,-4
CCOC(=O)c1sc2ccccc2c1OC(=O)c1ccccc1Br,-2
COC(=O)c1ccccc1NC(=O)c1sc2nc(C)cc(C)c2c1NC(=O)c1ccccc1OC,-1
CCOc1cc(/C=N\NC(=O)c2ccc(NC(=O)CC)cc2)ccc1OC(=O)c1ccc(Cl)cc1,4
CCCCn1c(SCc2nc(N)nc(N3CCOCC3)n2)nc2c1c(=O)n(C)c(=O)n2C,6
O=C1COc2ccc(S(=O)(=O)N3CCc4ccccc43)c3c2N1CCC3,-11
Cc1cc(C)n(C(C)CC(=O)NCc2ccccc2C)n1 (stereo not given),3
CCc1cccc(NC(=O)CCn2nc(C)cc2C)c1,3
CCc1ccc(S(=O)(=O)N2CCCC(N(C)CCCN(C)C)C2)cc1 (stereo not given),11
CCSC1=NC2=NC3=C(C(=O)CCC3)C(c3ccc(OCc4ccccc4)cc3)C2C(=O)N1 (stereo not given),-2
Cc1ccc(N2C(=O)CS(=O)(=O)C23C(=O)N(Cc2ccc(Cl)cc2)c2ccccc23)cc1C (stereo not given),-11
Cc1cccc(N2C3=C(C(=O)CC(C)(C)C3)C(c3ccccc3)C3=C2c2ccccc2C3=O)c1 (stereo not given),-1
COc1cc(C(=O)Oc2ccc(O)c(C(C)(C)C)c2)cc(OC)c1OC,-4
Cc1ccc(CNC(=O)c2cc(Cn3ccnc3C(C)C)[nH]n2)o1,-13
O=C(O)CCC(=O)N1N=C(c2ccccc2)CC1c1ccccc1Cl (stereo not given),6
CC(=O)c1cc(CC=C(C)C)c(O)cc1O,3
COc1ccccc1N1CCN(S(=O)(=O)c2cc3[nH]c(=O)c(=O)[nH]c3cc2C)CC1,5
O=C(CNCC1CCCO1)Nc1cccc(C(F)(F)F)c1 (stereo not given),0
COc1ccccc1N1CCN(CC(=O)n2c3ccccc3c3ccccc32)CC1,-5
O=C(c1cccc(Cl)c1)N1c2nc(-c3ccco3)nn2C2(CCCCC2)[C@@H]2CCCC[C@@H]21,4
CCOC(=O)C1(CCCc2ccccc2)CCCN(C(=O)c2cnccn2)C1 (stereo not given),7
COc1ccc(N2CCN(S(=O)(=O)Cc3ccc(F)cc3)CC2)cc1,-8
O=C(NC1CCCCC1)c1ccc(NC(=O)c2ccccc2O)cc1,3
N#CC1C(=N)OC2=C(C(=O)CCC2)C1c1ccccc1Br (stereo not given),-4
CC(C)C12CN3CC(C(C)C)(CN(C1)C3(C)C)C2=O,-7
COC(=O)C1C(c2ccccc2)C=CC(c2ccccc2)C1C(=O)O (stereo not given),-6
COc1cc(/C=N/N2CCN(C3c4ccccc4-c4ccccc43)CC2)cc(OC)c1O,13
COc1cccc(NC(=O)COc2ccc(S(=O)(=O)NC(C)C)cc2)c1,-5
CCOC(=O)C1=C(C)N=c2s/c(=C/c3cc(Br)c(Sc4ncccn4)o3)c(=O)n2C1c1cccs1 (stereo not given),-3
COc1cc(OC)cc(-c2nc3nc(C)c(CCC(=O)Nc4ccc(C)cc4C)c(C)n3n2)c1,-2

# 20 consecutive records from above, for reference:
SMILES,RBX1-CUL1 inh
COC(=O)c1ccccc1NC(=O)c1sc2nc(C)cc(C)c2c1NC(=O)c1ccccc1OC,-1
CCOc1cc(/C=N\NC(=O)c2ccc(NC(=O)CC)cc2)ccc1OC(=O)c1ccc(Cl)cc1,4
CCCCn1c(SCc2nc(N)nc(N3CCOCC3)n2)nc2c1c(=O)n(C)c(=O)n2C,6
O=C1COc2ccc(S(=O)(=O)N3CCc4ccccc43)c3c2N1CCC3,-11
Cc1cc(C)n(C(C)CC(=O)NCc2ccccc2C)n1 (stereo not given),3
CCc1cccc(NC(=O)CCn2nc(C)cc2C)c1,3
CCc1ccc(S(=O)(=O)N2CCCC(N(C)CCCN(C)C)C2)cc1 (stereo not given),11
CCSC1=NC2=NC3=C(C(=O)CCC3)C(c3ccc(OCc4ccccc4)cc3)C2C(=O)N1 (stereo not given),-2
Cc1ccc(N2C(=O)CS(=O)(=O)C23C(=O)N(Cc2ccc(Cl)cc2)c2ccccc23)cc1C (stereo not given),-11
Cc1cccc(N2C3=C(C(=O)CC(C)(C)C3)C(c3ccccc3)C3=C2c2ccccc2C3=O)c1 (stereo not given),-1
COc1cc(C(=O)Oc2ccc(O)c(C(C)(C)C)c2)cc(OC)c1OC,-4
Cc1ccc(CNC(=O)c2cc(Cn3ccnc3C(C)C)[nH]n2)o1,-13
O=C(O)CCC(=O)N1N=C(c2ccccc2)CC1c1ccccc1Cl (stereo not given),6
CC(=O)c1cc(CC=C(C)C)c(O)cc1O,3
COc1ccccc1N1CCN(S(=O)(=O)c2cc3[nH]c(=O)c(=O)[nH]c3cc2C)CC1,5
O=C(CNCC1CCCO1)Nc1cccc(C(F)(F)F)c1 (stereo not given),0
COc1ccccc1N1CCN(CC(=O)n2c3ccccc3c3ccccc32)CC1,-5
O=C(c1cccc(Cl)c1)N1c2nc(-c3ccco3)nn2C2(CCCCC2)[C@@H]2CCCC[C@@H]21,4
CCOC(=O)C1(CCCc2ccccc2)CCCN(C(=O)c2cnccn2)C1 (stereo not given),7
COc1ccc(N2CCN(S(=O)(=O)Cc3ccc(F)cc3)CC2)cc1,-8

# (list continues)
SMILES,RBX1-CUL1 inh
O=C(CC(c1ccccc1)c1ccc2c(c1)OCO2)NCCN1CCCC1 (stereo not given),0
CSc1ncc(C(=O)N2CCN(c3cccc(C(F)(F)F)c3)CC2)c(C)n1,0
CCCOc1ccc(C(=O)N2CCN(S(C)(=O)=O)CC2)cc1,-3
COc1ccc(C(=O)C2C(=O)C(=O)N(CCCn3ccnc3)C2c2cccc(O)c2)cc1F (stereo not given),0
COc1ccc(OC)c(NC(=O)c2ccc(OC(F)F)c(OC)c2)c1,-7
CS(=O)(=O)Nc1ccc(-c2cn3ccccc3n2)cc1,-11
Cc1ccc(NC(=O)CN2CCN(c3ccccc3)CC2)cc1Cl,1
COc1ccc(-c2cc(-c3cccs3)nc(SC)c2C#N)cc1OC,5
O=C1CCN(C(=O)C2CC2(Cl)Cl)CCN1 (stereo not given),1
CCOc1ccc(C2C(C(N)=O)C(C)=Nc3nc(SCc4ccccc4)nn32)cc1 (stereo not given),-6
CCOC(=O)C1C(=N)N(c2ccc(OC)cc2)C2=C(C(=O)CC(C)(C)C2)C1c1ccc(Br)s1 (stereo not given),3
COc1ccc(C(=O)Nc2ccc(Cl)cc2C(=O)N2CCCCC2CCO)cc1 (stereo not given),-2
COc1cccc(CNC(=O)c2c(C)oc3nc(C)nc(N4CCOCC4)c23)c1,-13
CCOC(=O)N1CCN(C(=O)CN(Cc2ccccc2)S(C)(=O)=O)CC1,-1
CN1C(=N)C(N=Cc2ccccc2)C(=O)N(C)C1=O (stereo not given),1
COc1cc(CNc2nc3ccccc3n2Cc2ccc(Cl)c(Cl)c2)cc(OC)c1OC,0
Cc1ccccc1CSc1nc(-c2cccc(F)c2)nc2c1Cc1c(CO)cnc(C)c1O2,-4
Cc1ccc(SCc2ccc(C(=O)Nc3ccc4c(c3)OCO4)cc2)cc1,8
CCOC(=O)CN(C)C(=O)c1cc(COc2cccc(C(F)(F)F)c2)on1,20
O=c1oc(CSCc2ccccc2)nc2cc(Cl)ccc12,5
COCc1cc(CN2CCC3(CCCN(CC4CC4)C3=O)C2)ccc1OC (stereo not given),1
COC(=O)c1c(NC(=O)CCNCc2ccco2)sc2c1CCC2,12
CSCC(=O)N1CCC(C2CCN(CCc3ccccc3)C2)CC1 (stereo not given),6
N=C(N)SCc1nc2ccccc2c(=O)n1-c1ccccc1,-7
Cc1ncsc1CCSc1nc2ccccc2c(=O)n1C,2
Cn1c(=O)n(C)c2cc(N3CCCCC3)c(NC(=O)c3ccc(C(C)(C)C)cc3)cc21,-4
CCn1c2c(c(=O)n3ncc(C(=O)Nc4cc(Cl)ccc4OC)c13)CN(Cc1ccc(OC)cc1)CC2,-2
CC(C)C(=O)NC(C)C1CCCO1 (stereo not given),1
CCCCCn1c(CCCNC(=O)c2cccc(C)c2)nc2ccccc21,-9
CCOC(=O)c1c(NC(=O)COc2ccccc2C(C)(C)C)sc2c1CCC2,3
Cc1ccc(F)cc1NC(=O)CCSc1nc(-c2ccco2)cc(C(F)(F)F)n1,0
COC(=O)CN1C(=O)S/C(=C/c2cc(Cl)c(OCC(=O)O)c(Cl)c2)C1=O,2
O=C(O)c1ccc(-n2cnnn2)cc1,5
O=C(NCCc1ccc(Cl)cc1)c1ccc(Nc2nc3ccccc3n3nnnc23)cc1,-5
Cn1c(-c2ccccc2)nc(=S)c2ccccc21,-2
O=C(c1ccc(Nc2nc3ccccc3n3nnnc23)cc1)N1CCN(c2cccc(C(F)(F)F)c2)CC1,-3
Cc1cc([N+](=O)[O-])c(NCc2cccnc2)c([N+](=O)[O-])c1,-7
COc1ccc(S(=O)(=O)N2CCN(c3cccc(C)c3C)CC2)c2ccccc12,2
COCCN(C(=O)CC1(c2ccccc2)CC(=O)N(CCCOc2cccnc2)C1=O)C(C)C (stereo not given),6
CN(C)CCCN(C(=O)c1ccc2c(c1)OCCO2)c1nc2ccccc2s1,-1
COC(=O)C(NC(=O)c1ccc(C)cc1)(Nc1sc2c(c1C#N)CCC(C)C2)C(F)(F)F (stereo not given),-6
COc1cccc(CNC(=O)c2ccc3c(c2)nc2n3CCC(C)C2)c1OC (stereo not given),-1
O=C(NCc1ccco1)C1C=Nc2ccc(S(=O)(=O)Nc3ccc(F)cc3F)cc2C1=O (stereo not given),-1
Clc1ccc(/C=C\c2ccccc2Br)s1,0
COCCOC1CCN(Cc2ccccc2OCC(O)CN2CCSCC2)CC1 (stereo not given),10
COCC(=O)N1CCCC(Nc2ccccc2)C1 (stereo not given),-6
Cc1ccc(S(=O)(=O)NCC(c2ccco2)N2CCN(c3ccccc3F)CC2)cc1 (stereo not given),-6
Cc1ccc(Cl)cc1N1CCN(C(=O)c2cnc(N3CCOCC3)c3ccccc23)CC1,3
N#CC1C(=N)Oc2c(c(C(F)(F)F)nn2-c2ccccc2)C1c1cccc2ccccc12 (stereo not given),-14
COC(=O)c1c(NC(=O)CN(C)C)sc(C(=O)N(C)C)c1C,-5
COc1cccc(-c2cc(C(F)(F)F)n3ncc(C(=O)N(C)c4ccc(OC(F)(F)Cl)cc4)c3n2)c1,11
CCOC(=O)c1csc(NC(=O)CN2CCN(c3nnc(-c4ccccc4)c(-c4ccccc4)n3)CC2)n1,-3
CS(=O)(=O)NCCOc1ccc(S(=O)(=O)N2CCCc3ccccc32)cc1,-3
Cc1nn(-c2ccccc2)c(OC(=O)c2ccccc2Cl)c1S(=O)(=O)c1ccccc1,-3
COc1ccccc1CNC(=O)c1cc(Cl)ccc1OC,-5
O=C(Cn1c(=O)n(CCCS(=O)(=O)C2CCCCC2)c(=O)c2ccccc21)Nc1ccc(F)c(Cl)c1,2
CC(=O)c1cccc(OCc2cc(C(=O)N3CCN(C4CCCC4)CC3)n[nH]2)c1,-5
CC(=O)N1CCCN([C@H]2CN(S(=O)(=O)c3ccccc3)C[C@@H]2O)CC1,5
COC(=O)C1C(=O)C2=C(CC1C)NC(=O)CC2c1cccc(Cl)c1 (stereo not given),3
CC(=O)N1CCOc2cc(S(=O)(=O)NCc3ccccc3Cl)c(Cl)cc21,2
# (list continues)
SMILES,RBX1-CUL1 inh
CCc1ccc(C(=O)c2cn(CC(=O)Nc3cccc(C)c3C)c3nc(C)ccc3c2=O)cc1,1
CCOC(=O)c1cc2c(=O)n3ccccc3nc2n(CC(C)C)c1=NC(=O)C(C)(C)Oc1ccc(Cl)cc1,-11
CCCC(=O)N(c1ccc2oc(C)c(C(C)=O)c2c1)S(=O)(=O)c1ccc(CC)cc1,5
CCOC(=O)C1(CC2CCCCO2)CCN(C(=O)c2cc(C(C)C)no2)CC1 (stereo not given),13
CC(C)c1nc2cc(C(=O)NC3CCOC3)ccc2o1 (stereo not given),1
Cc1ccc(-c2cnc(C3CC3)o2)cc1S(=O)(=O)Nc1ccc(F)cc1Cl,-2
O=C1CC(NC2CCOCC2)CN1CCc1ccc(F)cc1 (stereo not given),-8
Cc1cccn2c(=O)c3cc(C#N)c(=O)n(-c4nnc(SCc5ccc(F)cc5)s4)c3nc12,-4
COc1ccc(-c2c3c(nc4sc(C(=O)Nc5ccccc5)c(N)c24)CCCC3)cc1,-6
Cc1oc(-c2ccccc2NC(=O)c2ccccc2)nc1CNC(=O)C1CC(=O)N(CC(C)C)C1 (stereo not given),4
CCOc1cc(/C=C2\N=C(c3ccccc3)OC2=O)cc(Cl)c1OCCOc1ccccc1OC,-6
Cn1c(=O)c(=O)n(C)c2cc(NC(=O)CN3CCCC3)ccc21,0
CN(CC(=O)NCc1ccccc1Cl)S(=O)(=O)c1ccc2c(c1)c(=O)n(C)c(=O)n2C,0
COc1ccc(/C=C2\C(=O)NN(c3ccc(Br)cc3)C2=O)cc1Br,20
O=C(c1ccc(Cl)cc1)c1ccccc1Nc1cc(-c2ccc(Cl)cc2)c2ccccc2n1,-2
CC(C)(C)OC(=O)N1CCC(c2c(C(=O)NCCN3CCOCC3)cnn2-c2ccccc2)CC1,0
Cc1cc(OCC(=O)Nc2ccc(N3CCOCC3)c(Cl)c2)ccc1Cl,-4
CCn1c2ccccc2c2ccc(N)nc21,9
CO[C@H]1[C@H](NC(=O)c2ccncc2)c2ccccc2C12CCN(C(=O)c1ccc(CC(C)C)cc1)CC2,6
CC1CCc2c(sc(NC(=O)c3cc(-c4ccc(Br)cc4)on3)c2C(N)=O)C1 (stereo not given),-2
O=C1C(Cl)=C(Cl)C(=O)C(CCNc2ncccn2)=C1Cl,98*
CCOc1ccc(NC(=O)Cn2c(=O)n(CCCCCC(=O)NCc3ccccc3)c(=O)c3sccc32)cc1,3
O=C(Cc1ccccc1)Nc1c(C(=O)Nc2ccccc2F)oc2ccccc12,3
Cc1ccc2c(c1)C(=O)OC(C(=O)Nc1ncc(Cc3ccccc3)s1)C2 (stereo not given),14
Cc1ccc(NC(=O)Cn2c(=O)n(CCC(=O)NCCc3ccccc3)c(=O)c3ccccc32)cc1,-4
Nc1c(S(=O)(=O)O)ccc2c1C(=O)c1ccccc1C2=O,4
N#Cc1ccccc1Cn1c(=O)n(CCCCC(=O)NCc2ccc3c(c2)OCO3)c(=O)c2ccccc21,10
CC(NCC1CC1)c1ccccc1 (stereo not given),5
O=c1oc(=O)n(Cc2ccc(Cl)cc2)c2ccccc12,9
Cn1nnnc1SCC(=O)Nc1ccc(Cl)cc1Cl,6
CCc1ccccc1NC(=O)CCn1cccn1,2

# Screening data deposited in PubChem by Icahn School of Medicine at Mount Sinai.

# Not all compounds are listed; rates above refer to the full screens.
